EBV gp42 inh = blocks Epstein-Barr virus glycoprotein 42 binding; Fluorescence polarization binding assay, mP read-out; inhibition, % (tested at 21.74 µM); 0.42% of 220,000 active; AID 1085; in the data active means inhibition above about 50%
Target sequence (Q1HVG2 whole entry, looked up): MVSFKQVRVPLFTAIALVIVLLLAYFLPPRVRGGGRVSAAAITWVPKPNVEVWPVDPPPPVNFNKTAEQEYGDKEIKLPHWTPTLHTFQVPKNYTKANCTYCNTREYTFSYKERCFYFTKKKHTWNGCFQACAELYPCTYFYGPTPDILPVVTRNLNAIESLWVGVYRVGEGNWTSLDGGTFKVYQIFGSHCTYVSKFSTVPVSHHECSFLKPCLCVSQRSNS
zfTRPN1 agonist = agonists of zebrafish TRPN1 channel; AID 1424; activation, % at 3 µM; 0.18% of 220,000 active; HEK293 zebrafish TRPN1-YFP, Fluo-8 calcium fluorescence; 100% = response to 87 µM carbachol;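 active means activation above its plate's cutoff, the mean activation of test wells on that plate plus 3 SD, cut at about 19% in these data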;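 further: 0% = DMSO alone and 100% = 87 µM carbachol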
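Assay system: Zebrafish TRPN1-YFP in HEK293 cells | Incubation: Dye loading 1 h at 37 °C, then 30 min room temperature | Measured by: Kinetic Fluo-8 fluorescence, ex 470-495, em 515-575 nm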
TRPML3 agonist = human mucolipin-3 channel agonism; Q8TDD5; HEK293 TRPML3-YFP, Fluo-8 calcium fluorescence; 100% = the carbachol control signal; activation, % at 3 µM; 0.29% of 220,000 active; AID 1448;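 active means activation above its plate's cutoff, the mean activation of the plate's test wells plus 3 SD, cut at about 12% in these data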;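 further: 0% = DMSO only wells and 100% = carbachol wells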
Target sequence (Q8TDD5 whole entry, looked up): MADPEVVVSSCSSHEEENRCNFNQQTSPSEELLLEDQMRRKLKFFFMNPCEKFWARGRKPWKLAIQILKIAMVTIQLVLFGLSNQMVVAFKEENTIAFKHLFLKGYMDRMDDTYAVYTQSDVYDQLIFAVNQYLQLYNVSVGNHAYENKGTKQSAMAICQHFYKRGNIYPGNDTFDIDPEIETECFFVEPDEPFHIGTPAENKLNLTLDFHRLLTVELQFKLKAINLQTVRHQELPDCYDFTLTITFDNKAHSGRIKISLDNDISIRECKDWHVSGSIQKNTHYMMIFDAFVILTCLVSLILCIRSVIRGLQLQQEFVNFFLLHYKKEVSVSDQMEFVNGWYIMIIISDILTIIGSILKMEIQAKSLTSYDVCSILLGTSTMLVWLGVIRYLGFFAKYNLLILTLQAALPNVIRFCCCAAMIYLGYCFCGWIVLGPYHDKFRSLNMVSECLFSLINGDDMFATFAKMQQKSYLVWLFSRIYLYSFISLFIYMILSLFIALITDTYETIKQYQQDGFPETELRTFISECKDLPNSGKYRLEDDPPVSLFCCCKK
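Test system: TRPML3-YFP stable HEK293 cells. Doses: single point at 3 µM. Incubation: dye loading 1 h 37 °C then 30 min ambient, 125 s read. Signal: Fluo-8 calcium dye fluorescence, ex 470-495, em 515-575 nm. Measure: percent activation from peak-to-basal fluorescence ratio, scaled between DMSO and carbachol.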
m-calpain inh = calpain II (pig) inhibition; purified calpain II, fluorogenic peptide substrate, 30 min; AID 1236; 0.37% of 220,000 active; inhibition, % at 16 µM;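 active means inhibition above about 50%, limit read from the data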
Furin inhibitor = inhibitors of human furin; P09958; purified furin, fluorogenic substrate cleavage; inhibition, % at 30 µM; 0.061% of 220,000 active; AID 463115; in the data active means inhibition above about 25%; further: inactives centre near -15
KCC2 mod = modulates chloride dependent transport by human KCC2 | Q9H2X9 | KCC2 cells, thallium flux FluoZin-2 fluorescence | B-score of Tl+ flux slope (higher = more flux/activation; lower = inhibition) at 10 µM | 2.2% of 190,000 active | AID 1456;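 active means thallium flux slope and its plate-corrected score both differing from the plate sample mean at a set confidence after two filtering rounds, in either direction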;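 further: slope of fluorescence scaled to starting intensity during 10 to 20 s after thallium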
PPC-1+TRAIL kill = kills PPC-1 cancer cells in the presence of TRAIL; 0.41% of 220,000 active; PPC-1 cells + TRAIL, ATPLite viability luminescence; cell killing (% activity), % at 4 µM;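 active means cell killing above 50% in the first pass at 4 µM, then a duplicate retest at 5 µM averaging 50% or more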;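 further: plate controls were cells with TRAIL plus DMSO for no effect and medium-only wells lacking cells for full effect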
Thrombin inh = inhibitors of human thrombin; alpha-thrombin, Boc-VPR-AMC fluorogenic substrate cleavage; inhibition, % at 5 µM; P00734; 0.26% of 220,000 active;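 active means inhibition at or above 40%; inactive means inhibition below 40%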;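 further: 0% = enzyme with no compound and 100% = wells without enzyme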
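Test system: human alpha-thrombin; medium: pH 7.5 Tris-saline with Tween 20; times: reaction at room temperature; signal: AMC fluorescence at 355 nm excitation and 460 nm emission; also added: Boc-VPR-AMC substrate, 15 µM final; dosing: one concentration per compound, 5 µM, with 0.2% DMSO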
TbHK1 inh = T. brucei hexokinase 1 inhibition; 0.11% of 220,000 active; inhibition, % at 10 µM; recombinant TbHK1, G6PDH-coupled NADH A340;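 active means inhibition of 50% or more in the single-dose primary screen; inactive means inhibition below 50%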
Starred values were filed as active, the others as inactive; . = not tested or not shown; & = joins results of further samples; [ ] = remark or other dose.

Start of the listing, in advance:
SMILES	EBV gp42 inh	zfTRPN1 agonist	TRPML3 agonist	m-calpain inh	Furin inhibitor	KCC2 mod	PPC-1+TRAIL kill	Thrombin inh	TbHK1 inh
O=C(CSc1ccsc1[N+](=O)[O-])N1CCN(c2ccccc2)CC1	34	-1.9	0.1	-53	-8	-0.38	-8	-13	-2
O=C1Nc2ccccc2N(O)N1c1ccc(S(=O)(=O)N2CCCCCC2)cc1	2	-0.2	0.2	21	-13	1.1	6	-12	1

All compounds of this part (from the top)
SMILES	EBV gp42 inh	zfTRPN1 agonist	TRPML3 agonist	m-calpain inh	Furin inhibitor	KCC2 mod	PPC-1+TRAIL kill	Thrombin inh	TbHK1 inh
O=C(CSc1ccsc1[N+](=O)[O-])N1CCN(c2ccccc2)CC1	34	-1.9	0.1	-53	-8	-0.38	-8	-13	-2
O=C1Nc2ccccc2N(O)N1c1ccc(S(=O)(=O)N2CCCCCC2)cc1	2	-0.2	0.2	21	-13	1.1	6	-12	1
C=CCN1C(=O)/C(=C/c2ccc(OCC(=O)O)cc2)S/C1=N/c1nccs1	-1	-0.8	0.2	-21	-3	-3.9	29	1	-21
c1ccc(N2CCN(Cc3nnnn3C3CCCCC3)CC2)cc1	0	3.6	0.9	13	-17	-0.72	-7	4	-1
O=C(Nn1c(SCc2ccccc2F)nc2ccsc2c1=O)c1ccccc1	19	-1.5	-0.3	-22	-20	-1.2	32	-9	13
O=C(O)CCCCCCCCCCCc1ccccc1	-10	0.5	0.9	18	-18	0.45	4	-9	37
COc1ccc(NC(=O)CCOc2ccccc2)cc1	-23	-0.3	-0.1	-16	-12[20 µM]	-0.38	7	3	2
Cc1nn(C(=O)c2cccs2)c(C)c1CN1C(=O)c2ccccc2C1=O	-22	-0.2	0.4	-15	-16[20 µM]	0.12	11	-6	0
O=C(N/N=C/c1ccc(Br)o1)c1cccnc1	-15	3.3	0.4	-1	-9	1.6	6	-3	-47
CC(=O)Nc1ccc(N2C(=O)C3C4CC(=O)C(c5ccccc54)C3C2=O)cc1 (centres undefined)	-17	-0.4	0.8	-7	-20[20 µM]	-0.18	4	-8	0
Cc1ccc(C2=NN(C(=O)CCCC(=O)O)C(c3ccco3)C2)cc1 (centres undefined)	3	0.6	0.2	-48	-22	-0.86	-33	-9	-6
Cc1ccccc1-c1nc2cc(Cl)ccc2o1	-17	0.7	0.4	-10	-19[20 µM]	0.59	-4	1	5
OC(CN1CCc2ccccc2C1)c1ccccc1 (centres undefined)	5	0.8	0.1	-12	-16	0.51	12	-18	-10
CC1CCN(CCNC(=O)CN(C)S(=O)(=O)c2cccc3nsnc23)CC1	-12	-0.1	1.0	-7	-14	.	6	2	-10
CCOc1ccc(C2CC(c3ccccc3C)n3ncnc3N2)cc1 (centres undefined)	-14	3.8	0.9	2	-5	.	28	-3	-1
O=C(Nc1ccc2ccccc2n1)C1CCCCC1	-15	-0.5	0.7	13	-11	-0.46	19	-8	-5
COC(=O)c1ccc(CSc2nnc(NC(=O)c3cc4c(s3)CCCC4)s2)cc1	-60	0.9	1.1	-58	-21[20 µM]	1	14	-1	-20
O=[N+]([O-])c1cc(C(F)(F)F)ccc1N/N=C/c1cc2ccccc2nc1Cl	-9	0.8	0.5	-29	-8	.	-12	-3	-26
Cn1cnnc1SCc1ccc(C(=O)N/N=C(\CCC(=O)O)c2ccc(C(C)(C)C)cc2)cc1	-1	1.2	0.6	4	2	0.41	1	-10	12
CC1CC(C)CN(CCOCCSc2ccccc2)C1 (centres undefined)	-14	0.6	1.1	-11	-15	0.23	6	-1	1
CC(C)C1=C2CCCCC2NC(=O)N1 (centres undefined)	-12	-0.6	1.6	-11	-24	-0.16	11	6	-6
CCc1ccc(C(=O)N/N=C/c2cccc3ccccc23)nc1	-29	-1.6	0.3	2	-22	0.084	31	2	-5
CCN(CC)S(=O)(=O)c1cccc(N=NC2=C(O)CCCC2=O)c1	7	0.4	0.2	-3	2	0.2	-6	-8	18
O=C(CSc1nc(C2CC2)nc2sc3c(c12)CCCC3)NCc1ccco1	-14	-0.7	0.9	29	-2	-0.083	10	-8	-8
Cc1ccc(Cn2nc(C)c(NC(=O)c3noc4c3CCCCC4)c2C)cc1	-5	0.4	-0.1	-1	-17	-0.43	21	-4	2
CC(C)(C)n1nc2c(c1NC(=O)c1ccccc1F)CS(=O)C2 (centres undefined)	-14	-0.5	1.0	9	-23	0.71	14	-4	-2
O=C(CNS(=O)(=O)c1ccccc1)NNC(=O)C(Cl)Cl	-6	0.9	0.7	23	-13	0.14	4	2	5
O=C(O)CCCNC(=O)/C=C/c1ccco1	0	1.7	0.3	13	-13	1.2	-3	3	-2
CN1CCN(c2nnc(-c3ccccc3)c(-c3ccccc3)n2)CC1	-5	0.5	0.7	28	-16	-0.014	7	-3	-9
CC(C)(C)c1ccc(C(=O)Nc2cnccn2)cc1	-17	-0.5	0.7	0	-20[20 µM]	-0.26	-16	-10	-1
CC(C)N1CCN(Cc2nc(-c3ccccc3)cs2)CC1CCO (centres undefined)	-1	0.8	1.2	1	-22	-0.066	-10	3	-3
O=C(C1CCN(CC2CC=CCC2)CC1)N(CCc1ccccc1)Cc1ccccc1 (centres undefined)	8	-2.2	0.1	5	-20	.	26	-3	7
CC(C)C(C)NC(=O)CSc1nc2scc(-c3ccco3)c2c(=O)n1-c1ccccc1 (centres undefined)	-25	-0.6	0.8	-80	-16[20 µM]	0.12	15	0	-33
O=C(O)C1CCC(=O)N1C1CCCC1 (centres undefined)	-17	0.3	1.0	-2	-14	0.82	17	-1	-3
C[C@H]1CCC[C@@]2(O[C@@H](CCO)C[C@@H](O)[C@@H]2O)O1	-7	.	.	13	-22	1.4	8	-1	-4
Cc1cc(NC(=O)c2cnc3ccccn3c2=O)no1	.	0.1	0.6	.	-6[20 µM]	0.14	.	.	-11
CCN1C(=O)c2cccc3c(S(=O)(=O)NCc4ccco4)ccc1c23	-7	0.0	-0.3	-41	3[20 µM]	-0.14	20	1	-12
S=c1nc(-c2ccccc2Cl)n(Cc2cccnc2)c2c1CCCC2	-7	-0.1	0.5	1	-16	-0.24	12	-6	-35
Oc1ccc(NC(=S)Nc2ccccc2)cc1	-11&-9	-1.0&-0.2	0.3&0.8	-16&-11	-18&-12	0.76&-1.2	-13&25	4	-8&1
S=C(NCc1ccco1)N1CCN(C/C=C/c2ccccc2)CC1	5	1.1	1.0	8	-27	-2.6	9	-1	3
CCOc1ccc(C(=O)c2ccccc2C(=O)O)cc1OCC	2	1.2	1.5	-26	-22	0.57	1	2	-8
COc1ccccc1N1CCN(C(=O)c2nn(-c3ccccc3OC)c(=O)c3ccccc23)CC1	-10	1.1	-0.2	-3	-15	-0.98	46	-4	-3
COCCNS(=O)(=O)c1ccc(-c2ccc(Cl)cc2)cc1	-9	1.8	1.4	6	-11	-2.8*	23	-1	-4
CCN1CCN(C(=O)c2c(-c3c(F)cccc3Cl)noc2C)CC1	-9	-0.5	0.4	-17	-16[20 µM]	-0.3	16	-2	-6
CCCOc1nc2c(c(=O)n(C)c(=O)n2C)n1C	-12	1.8	0.7	-11	-16	-0.058	2	-5	-3
COc1ccc(N2CCCC2=N)c(OC)c1	-10	-1.4	0.7	-6	-13	0.49	8	-9	-6
COC(=O)CCCC(=O)NC(C)c1cnn(-c2ccccc2C)c1C (centres undefined)	-13	0.1	0.1	-26	-36	0.46	-4	0	1
CCOc1ccc(-n2ccnc2SCC(=O)N2CCCc3ccccc32)cc1	-11	-0.3	-0.1	-1	-9	-0.00095	-11	-6	-2

Full records, quoted from the list. Order of screens: EBV gp42 inh, zfTRPN1 agonist, TRPML3 agonist, m-calpain inh, Furin inhibitor, KCC2 mod, PPC-1+TRAIL kill, Thrombin inh, TbHK1 inh
Profile of COc1ccccc1N1CCN(C(=O)c2nn(-c3ccccc3OC)c(=O)c3ccccc23)CC1 : -10, 1.1, -0.2, -3, -15, -0.98, 46, -4, -3
Profile of Oc1ccc(NC(=S)Nc2ccccc2)cc1 : -11&-9, -1.0&-0.2, 0.3&0.8, -16&-11, -18&-12, 0.76&-1.2, -13&25, 4, -8&1

The listing continues.
SMILES	EBV gp42 inh	zfTRPN1 agonist	TRPML3 agonist	m-calpain inh	Furin inhibitor	KCC2 mod	PPC-1+TRAIL kill	Thrombin inh	TbHK1 inh
Brc1c(CSc2nc3ccccc3o2)nc2ncccn12	-8	-0.2	-0.4	-221	-22	.	5	-2	-2
Cc1nc2c(n1C1CCCCC1)C(=O)c1ccccc1C2=O	-17	0.2	-0.6	29	-25[20 µM]	-0.83	9	-6	-7
Cc1ccc(C(=O)N(Cc2nc3ccccc3c(=O)[nH]2)C2CCCC2)cc1	-3	-2.0	0.0	37	-29	-0.079	14	.	-1
Cc1cccc(C(=O)NNC2=C(C(=O)C(F)(F)F)CCC2)c1O	-22	1.4	-0.4	-10	-12[20 µM]	.	-22	4	0
Cc1cccn2cc(CCNS(=O)(=O)c3ccc([N+](=O)[O-])cc3)nc12	-12	-0.2	-0.4	25	-10	-0.31	-13	2	-2
Cc1ccc(CNc2ncc(-c3ccccc3)n2C)o1	-8	-0.8	0.1	1	-10	-1	-16	-3	-1
O=C(COC(=O)Cc1ccc(F)cc1)Nc1cc(S(=O)(=O)N2CCOCC2)ccc1N1CCCC1	16	-1.2	-0.8	21	-8	-1.9	-5	28	-1
COCCn1c(C23CC4CC(CC(C4)C2)C3)n[nH]c1=S	-2	-1.3	0.0	-37	-7[20 µM]	0.31	-2	-10	-2
COc1cc(CNC2CCCC2)cc(OC)c1	7	-0.4	0.9	8	-30	0.65	17	-2	0
Cc1ccc(-n2cc(CNCCn3nc(C)cc3C)c(-c3ccc(F)cc3)n2)cc1	-10	-0.7	0.2	-26	-24	0.27	-18	-5	-2
CCOC(=O)N1CCC(N2C(=O)c3cc(C(=O)NC4CCCCC4)ccc3C2O)CC1 (centres undefined)	-5	1.7	0.8	21	-35	.	8	3	-2
CC(C)(C)C(=O)Nc1ccc(F)cc1[N+](=O)[O-]	-3	-1.1	-0.1	-18	-4	0.55	26	2	-4
O=[N+]([O-])c1cccc(/C=N/Nc2nc(N3CCCCC3)nc(N3CCCCC3)n2)c1	0	0.7	1.0	-50	-17	-0.087	-18	16	-15
O=C(CSCC(=O)NC1CC1)Nc1ccc2ccccc2c1	-6	-0.3	0.1	-11	-18[20 µM]	-2.2	14	5	5
NC(=S)Nc1ccc(F)cc1F	-1	-1.0	0.9	18	-12	-0.55	18	-9	-6
CC(Sc1nc2ccccc2n1C)C(=O)Nc1ccc(N2CCOCC2)cc1 (centres undefined)	-7	-0.9	0.5	9	-12	0.58	.	-1	7
C=CCNC(=O)CCCCCNS(=O)(=O)c1ccc(OC)cc1	-10	1.1	0.9	-3	-14	.	15	-1	-1
Cc1ccc(N2CC(O)=C(c3ccccc3)C2=N)cc1	-16	0.3	0.2	-3	-20	0.57	13	-28	3
Cc1[nH]nc2c1-c1nc3ccccc3nc1C(C)(C)C2	-8	4.7	0.9	-456	-25	-0.59	14	4	-18
CC1(C)CC2(CCO1)OC(=O)CC2C(=O)Nc1c(Cl)cccc1Cl (centres undefined)	-8	1.6	0.4	18	-19	0.08	20	-2	-6
COC(=O)c1c(CCl)noc1C(=O)NCC1CCCO1 (centres undefined)	5	0.1	0.5	19	-13[20 µM]	1.2	16	-1	-2
COc1ccccc1CNC(=O)c1ccccc1OCc1ccc(F)cc1	-1	-2.5	-0.8	35	-5	-1.9	18	-8	2

Compounds as they come; 3.6% or so of the library scored in one or more.
